influenza NS1A: H1N1 influenza NS1A inhibitors, functional cell based assay (AID 504329). inhibition, % at 12.5 µM, or IC50 in µM where a hit was titrated. NS1A functional cell-based assay, percent inhibition; higher % means a stronger effect. 340,000 compounds, 0.3% hits; in the data active means a potency from the dose series; inconclusive means inhibition above about 27% without an active follow-up result; further: strong numbers were not always called active
Salmonella PhoP GFP: PhoP regulon inhibitors, Salmonella typhi PhoP promoter GFP reporter, confirmatory (AID 1850). Salmonella Typhi PhoP-promoter GFP reporter, fluorescence, 4 h; higher % means a stronger effect. inhibition, % at 50 µM; hits with a dose series show IC50 in µM. 310,000 compounds, 0.33% hits; in the data active means a potency from the dose series; inconclusive means inhibition mostly from about 25% at the one dose, without a potency; inactive means the rest, 99 in 100 with inhibition below about 19%;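 further: 0% = induced wells with vehicle and 100% = uninduced wells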
H37Rv inhibition: M. tuberculosis growth inhibition, HTS (AID 449762); M. tuberculosis H37Rv growth inhibition, 7H9 media; higher % means a stronger effect; inhibition, % at 25 µM, or IC50 in µM where a hit was titrated; 330,000 compounds, 0.59% hits; in the data active means a potency from the dose series; inconclusive means inhibition above about 70% without an active follow-up result;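 further: bacterial growth assessed after seven days of incubation; strong numbers were not always called active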
VEEV TC-83 Vero: inhibitors of VEEV TC-83 cytopathic effect, confirmation, Vero cells (AID 588727); 350,000 compounds, 0.13% hits; Vero cells, VEEV TC-83 cytopathic effect inhibition; higher % means a stronger effect; inhibition, % at 20 µM; hits with a dose series show IC50 in µM; in the data active means a potency from the dose series; inconclusive means inhibition mostly from about 14% at the one dose, without a potency; inactive means the rest, 99 in 100 with inhibition below about 12%; further: strong numbers were not always called active
M. tuberculosis: growth inhibition of non-replicating M. tuberculosis (AID 488890); Mycobacterium tuberculosis non-replicating, growth inhibition; higher % means a stronger effect; inhibition, % at 25 µM; hits with a dose series show IC50 in µM; 320,000 compounds, 0.39% hits; in the data active means a potency from the dose series; inconclusive means inhibition mostly from about 82% at the one dose, without a potency; inactive means the rest, 99 in 100 with inhibition below about 76%;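 further: plate controls were DMSO cells for no effect and high antibiotic wells for full effect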
VEEV TC-83 Vero 10K pilot screen: further read-out of VEEV TC-83 Vero, marked with its call; inhibition, %; measured here: 10K pilot screen inhibition
An asterisk follows results filed as active; i = inactive; u = inconclusive; x = not tested or not shown; & = joins results of further samples.

SMILES	influenza NS1A	Salmonella PhoP GFP	H37Rv inhibition	VEEV TC-83 Vero	M. tuberculosis	others
Cc1cc(NC(=O)CCC(=O)N(c2cccc(F)c2)C(C(=O)NC2CCCC2)c2ccncc2)no1 (stereo not drawn)	3%	-20%	-7%	3.5%	2%
CC1CCCCC12NC(=O)N(CC(=O)Nc1ccc(Cl)c(S(=O)(=O)N3CCOCC3)c1)C2=O (stereo not drawn)	3%	x	x	6.3%	x
Cc1ccc(NC(=O)C2(c3ccccc3)CCOCC2)c([N+](=O)[O-])c1	5%	8%	-8%	2.0%	-3%
CCOc1ccc(CC(=O)N/N=C(\C)c2cccnc2)cc1	4%	2%	-6%	0.6%	-19%
CC(=O)Nc1ccccc1OCCOc1ccc(Br)cc1	2%	6%	53%	3.2%	60%
C[C@@H](NC(=O)Cn1ccc(N)nc1=O)c1cccc2ccccc12	-9%	x	-6%	0.4%	-11%
O=C(Cc1ccccc1[N+](=O)[O-])N1CCOCC1	-5%	-1%	9%	0.3%	-3%
Cc1cc(NC(=O)COC(=O)[C@@H]2CCCN2C(=O)c2cccs2)no1	7%	x	x	1.1%	x
COc1ccc(CCN(C)C(=O)CSc2nccn2C)cc1OC	-3%	3%	2%	i	4%
O=C(NC1CC1)C1Nc2ccc(OC(F)(F)F)cc2C2C=CCC12 (stereo not drawn)	-5%	4%	-4%	4.9%	21%
C1CCCCCC(NCCN2CCNCC2)CCCCC1	14%	3%	11%	u	54%
COc1ccccc1CC(NC(C)=O)C(=O)NC1CCN(C(=O)NCc2ccccc2)CC1 (stereo not drawn)	6%	x	x	5.7%	x
Cc1onc(-c2c(F)cccc2Cl)c1C(=O)Nc1nccs1	-9%	-5%	-2%	11%	27%
COc1ccc(N2CCN(CCCNC(=O)C(=O)c3c[nH]c4ccccc34)CC2)cc1	9%	-1%	0%	5.3%	26%
CC(C)C1C(C#N)=C(N)Oc2n[nH]c(-c3ccc4ccccc4c3)c21 (stereo not drawn)	23%	9%	12%	1.8%	25%
O=C(Cc1ccccc1)NCC(=O)OC(c1ccccc1)c1ccccc1	-7%	-5%	8%	0.2%	24%
CC(Nc1cc(N2CCNCC2)ccc1[N+](=O)[O-])c1ccccc1 (stereo not drawn)	0%	-2%	7%	0.1%	66%
CCOc1ccc(CN(C)C(=O)[C@H](C)NC(=O)c2ccco2)cc1OC	2%	2%	5%	1.6%	-7%
CN(C)c1ccccc1C(=O)N1CCCC(Nc2ccc(F)cc2)C1 (stereo not drawn)	3%	4%	-15%	6.3%	-8%
CC1CCN(C2=C(NS(=O)(=O)c3ccc(Cl)cc3)C(=O)c3ccccc3C2=O)CC1	-3%	-9%	10%	i	37%
COc1ccc(NC(=O)CN(C)CC(=O)NCCc2ccc(F)cc2)cc1	-14%	x	x	1.5%	x
O=C(Nc1cccs1)NC1CCCC1	2%	6%	-6%	1.5%	-6%
CCC(=O)N=c1ccn(C2=Nc3ccccc3NC2=C(C#N)C#N)cc1	1%	13%	0%	1.7%	6%
Cc1noc(C)c1COc1ccccc1C(=O)N1CCN(S(=O)(=O)c2cccc([N+](=O)[O-])c2)CC1	-8%	x	-1%	6.2%	-1%
Cc1ccccc1NC(=O)Cn1cnc2c(oc3ccccc32)c1=O	10%	3%	-3%	0.9%	-12%
More records:
SMILES	influenza NS1A	Salmonella PhoP GFP	H37Rv inhibition	VEEV TC-83 Vero	M. tuberculosis	others
COc1cccc(OC)c1C(=O)N1CCN(S(=O)(=O)c2ccc(C)cc2)CC1	-6%	-8%	-6%	3.5%	4%
CCOCCCNC(=S)N1CCC(NC(=O)C23CC4CC(CC(C4)C2)C3)CC1	1%	3%	-4%	0.5%	4%
CS(=O)(=O)NCC(c1ccco1)N1CCN(c2ccc(F)cc2)CC1 (stereo not drawn)	-7%	-5%	3%	0.9%	21%
COc1cc(SC)ccc1C(=O)Nc1ccc2c(c1)OCO2	-4%	x	x	2.1%	x
COC(=O)c1ccccc1NC(=O)Cn1c(-c2nonc2N)nc2ccccc21	2%	-3%	-9%	5.8%	0%
FC(F)(F)c1cccc(NC(=S)NCC2COc3ccccc3O2)c1 (stereo not drawn)	-3%	-4%	u	0.0%	u
COc1ccc(-c2noc(CCC(=O)NC3CCCCC3)n2)cc1	-6%	7%	-2%	0.4%	63%
COc1ccc(N2CCN(C(=O)C3CCCN(S(=O)(=O)c4ccc(F)cc4)C3)CC2)cc1 (stereo not drawn)	-1%	-3%	-10%	0.6%	7%
Cc1cc(C)cc(N(C(=O)c2csnn2)C(C(=O)NC2CCCC2)c2ccccn2)c1 (stereo not drawn)	5%	-11%	4%	1.1%	-2%
O=[N+]([O-])c1ccccc1Oc1ccc(S(=O)(=O)N2CCOCC2)cc1	0%	x	-7%	0.2%	3%
C=CCSc1nnc(NC(=O)CSc2nc3ccccc3[nH]2)s1	-3%	0%	4%	5.0%	56%
CCCC1(c2ccccc2)NC(=O)N(CCN2C(=O)c3ccccc3C2=O)C1=O (stereo not drawn)	13%	3%	-2%	2.8%	0%
CCOc1cccc(/C=N/NC(=O)CC2C(=O)NN=C2C)c1O (stereo not drawn)	1%	5%	-2%	i	-70%
CN1CCN(c2ccc([N+](=O)[O-])c(Sc3nc4ccccc4[nH]3)c2)CC1	15%	14%	x	i	x
O=C1NC(=O)N(CCc2ccc(F)cc2)C(=O)/C1=C/C=C/c1ccccc1	x	-5%	u	u	5.4µM*
COc1ccc(CN2C(=O)COc3ccccc32)cc1	-5%	-8%	-6%	3.8%	26%
COc1ccccc1OCC#CCn1ccnc1	-6%	8%	-3%	5.9%	1%
Cc1ccc(-c2nc(C#N)c(NCCc3ccccn3)o2)cc1	6%	-7%	-2%	0.3%	-28%	VEEV TC-83 Vero 10K pilot screen=1.5
CCCC(C)NC(=O)CN(Cc1ccco1)S(=O)(=O)c1ccccc1 (stereo not drawn)	-2%	x	-4%	1.8%	-4%
CC(C)C[C@H]1CNC(=S)N1CC1CCN(CCC2CCCC2)CC1	1%	x	x	i	x
NS(=O)(=O)c1ccc(CCNC(=O)CNC(=O)C2CCCCC2)cc1	1%	5%	-9%	0.4%	-1%
CCC1=NN(C(=O)c2ccc(C)cc2)C(O)(c2ccc(Br)cc2)C1 (stereo not drawn)	-4%	-1%	-1%	i	u
CCc1ccccc1NC(=O)c1sc2nc(C)cc(C)c2c1N	-25%	7%	8%	i	19%
CC(=O)Oc1ccc(C(=O)Nc2cccc(C(=O)c3cccc(NC(=O)c4ccc(OC(C)=O)cc4)c3)c2)cc1	-1%	13%	u	10%	-2%
CC(C)c1ccc(NC(=O)CN2C(=O)NC(Cc3c[nH]c4ccccc34)C2=O)cc1 (stereo not drawn)	-8%	x	4%	4.2%	13%

2 entries picked at random from those above, as already listed:
SMILES	influenza NS1A	Salmonella PhoP GFP	H37Rv inhibition	VEEV TC-83 Vero	M. tuberculosis	others
COC(=O)c1ccccc1NC(=O)Cn1c(-c2nonc2N)nc2ccccc21	2%	-3%	-9%	5.8%	0%
NS(=O)(=O)c1ccc(CCNC(=O)CNC(=O)C2CCCCC2)cc1	1%	5%	-9%	0.4%	-1%

Structures shown so far that have a Cl atom, in the order listed:
SMILES	influenza NS1A	Salmonella PhoP GFP	H37Rv inhibition	VEEV TC-83 Vero	M. tuberculosis	others
CC1CCCCC12NC(=O)N(CC(=O)Nc1ccc(Cl)c(S(=O)(=O)N3CCOCC3)c1)C2=O (stereo not drawn)	3%	x	x	6.3%	x
Cc1onc(-c2c(F)cccc2Cl)c1C(=O)Nc1nccs1	-9%	-5%	-2%	11%	27%
CC1CCN(C2=C(NS(=O)(=O)c3ccc(Cl)cc3)C(=O)c3ccccc3C2=O)CC1	-3%	-9%	10%	i	37%

Next structures:
SMILES	influenza NS1A	Salmonella PhoP GFP	H37Rv inhibition	VEEV TC-83 Vero	M. tuberculosis	others
COC(=O)c1sccc1NC(=O)CSc1cccc(Cl)c1Cl	0%	1%	11%	7.7%	57%
S=C(NCc1ccncc1)Nc1ccc(Br)cc1	21%	1%	5%	2.0%	71%
Cc1ccc(NC(=O)Cc2noc3ccccc23)cc1	-7%	11%	-4%	0.5%	4%
CCN(CC)C(=O)c1ccc(NC(=O)C2=C(C)OCCS2)cc1	-16%	3%	6%	i	1%
Cc1ccccc1CNS(=O)(=O)c1ccc2c(c1)OCCO2	-1%	-4%	-1%	0.1%	14%
C/C(=N/NC(=O)CNC(=O)c1ccco1)c1ccco1	0%	-10%	-4%	4.6%	-6%
Cn1c(N2CCOCC2)nc(-c2ccccc2)c1-c1ccccc1	4%	-2%	-3%	i	12%
O=C(CC1C(=O)NCCN1Cc1ccc(-c2ccccc2)cc1)NCc1ccncc1 (stereo not drawn)	-7%	6%	1%	2.0%	-7%
Cc1ccc(OCCN(C)C)c([N+](=O)[O-])c1	-1%	-9%	1%	i	5%
COC(=O)C1=C(c2cccc(OCc3ccccc3)c2)C[C@@H]2CC[C@H]1N2C(=O)NCc1ccc(F)cc1	-6%	x	-8%	2.3%	-3%	VEEV TC-83 Vero 10K pilot screen=0.6
Cc1cc(OCC(O)CN2CCN(C)CC2)ccc1C(C)C (stereo not drawn)	-14%&3%	-8%	-5%	0.6%	-6%
O=C(NCc1nnc(SCC(=O)N2CCC(Cc3ccccc3)CC2)o1)c1ccccc1F	3%	2%	-1%	2.0%	47%
Cc1ccc(CSCCNC(=O)CCSc2ccccc2)cc1	-9%	3%	5%	i	46%	VEEV TC-83 Vero 10K pilot screen=2.2
O=C(Nc1cccc(-c2cn3ccccc3n2)c1)c1cccs1	-4%	0%	62%	2.4%	20%
O=C(Cn1nc(Cl)nc1Cl)c1ccc2c(c1)OCCO2	6%	4%	61%	6.2%	77%
CS(=O)(=O)N(CC(=O)Nc1ccccc1Sc1ccccc1)c1cccc(Br)c1	-6%	0%	5%	4.1%	1%
CN(C(=O)c1sc2nc(N3CCCC3)c3c(c2c1N)CC(C)(C)OC3)c1ccccc1	3%	-6%	5%	4.8%	16%
CCOC(=O)CNc1ccc2c(c1)OCO2	15%	-11%	-19%	7.0%	6%
CCOC(=O)c1cc(C#N)c(=S)[nH]c1C	-4%	0%	1%	4.2%	-15%
CCn1ncc(C(=O)Nc2ccc(F)cc2)c1C	1%	5%	-2%	4.3%	x
COc1ccc(C2CC(c3cccs3)=NN2C(=O)CSc2nc3c(cnn3-c3ccccc3)c(=O)[nH]2)cc1 (stereo not drawn)	4%	3%	4%	7.2%	46%
CC1(C)CC(=O)C/C(=N\NC(=O)C2C3CCCCC32)C1 (stereo not drawn)	-1%	2%	0%	0.8%	0%
CCN(C[C@H]1N[C@@](Cc2ccccc2)(C(=O)OC)[C@H]2C(=O)N(Cc3ccccc3)C(=O)[C@@H]12)C(=O)Nc1ccc(F)cc1	-6%	x	3%	i	65%
CCN1C(=O)S/C(=C/c2ccsc2)C1=O	11%	-12%	0%	0.8%	13%
Cc1ccc(-c2nc(C3CCN(S(=O)(=O)c4ccc(C(F)(F)F)cc4)CC3)no2)cc1	1%	-4%	-3%	1.1%	3%
The results go on.
SMILES	influenza NS1A	Salmonella PhoP GFP	H37Rv inhibition	VEEV TC-83 Vero	M. tuberculosis	others
CCCn1c(SCC(=O)c2ccc(OC)c(OC)c2)nc2c1c(=O)n(C)c(=O)n2C	-3%	9%	-2%	5.5%	-17%
Cc1csc(NC(=O)Cc2ccccc2Cl)n1	-8%	3%	3%	2.3%	28%
N#CCCn1cc(/C=N/NC(N)=S)c(-c2ccc(Br)cc2)n1	6%	8%	2%	1.5%	19%
O=C(Nc1ncc(S(=O)(=O)c2ccc([N+](=O)[O-])cc2)s1)c1ccc2ccccc2c1	2%	-4%	4%	1.9%	5%
Cc1ccc(C(CC(=O)NCc2ccco2)c2ccc(OC(C)C)cc2)cc1 (stereo not drawn)	19%	10%	-15%	i	22%
C=CCSc1nc(Oc2ccccc2)c2sccc2n1	0%	3%	9%	i	8%
Cc1cccc(N(CC(=O)Nc2ccc(F)cc2)S(C)(=O)=O)c1	2%	1%	7%	0.6%	5%
O=C(N/C=N/OCc1ccc(Cl)cc1Cl)NOCc1ncc(C(F)(F)F)cc1Cl	0%	3%	15%	7.2%	4%
CCOC(=O)/C=c1\s/c(=C\c2ccccc2C)c(=O)n1CC(=O)NCc1ccc2c(c1)OCO2	3%	-11%	-2%	3.1%	6%
COc1ccc(OC)c(S(=O)(=O)Nc2cccc(C(C)=O)c2)c1	-3%	-9%	-6%	1.5%	-4%
CCOc1ccccc1NC(=O)CCc1nnc2ccc(N3CCC(C)CC3)nn12	29%	-10%	2%	9.8%	14%	VEEV TC-83 Vero 10K pilot screen=4.7
CCOC(=O)c1c(-c2ccc(F)cc2)cn2ccccc12	6%	2%	4%	0.2%	-8%

High-throughput results: PubChem, Southern Research Specialized Biocontainment Screening Center
